# Assay outcomes as filed in PubChem.
# All columns: NCI-60 one-dose screen, growth in % after 48 h at 10 µM unless noted; 100 = growth as untreated, 0 = no growth, -100 = all killed.
# A549/ATCC: A549/ATCC NSCLC; AID 1794740; 81,000 compounds, 3.7% hits
# EKVX: EKVX NSCLC; 71,000 compounds, 3% hits
# CCRF-CEM: CCRF-CEM leukemia; 77,000 compounds, 7% hits; AID 1794778
# HOP-62: HOP-62 NSCLC; 80,000 compounds, 3.9% hits
# MOLT-4: MOLT-4 leukemia cells; 80,000 compounds, 6.9% hits
# M14: M14 melanoma; 80,000 compounds, 6.2% hits
# RPMI-8226: RPMI-8226 leukemia cells | AID 1794781 | 77,000 compounds, 7.5% hits
# HOP-92: HOP-92 NSCLC cells | 71,000 compounds, 6.3% hits
# An asterisk follows results filed as active; . = no result given; & = joins results of further samples; [ ] = remark or other dose. How the source made its calls: active means growth percent below 10; inactive means the rest. No enrichment for hits. About 13% of those tested had a hit in this group.
SMILES,A549/ATCC,EKVX,CCRF-CEM,HOP-62,MOLT-4,M14,RPMI-8226,HOP-92
CCC(SCC(N)=O)(C(N)=O)c1ccccc1 (centres undefined),89,102,100,90,113,104,107,88
Nc1ccc(Nc2nccc(-c3ccc4ccccc4c3)n2)cc1,26,61,27,44,20,27,30,65
O=C(Cn1cccc(Nc2ccccc2)c1=O)Nc1ccccc1,106,.,105,105,110,102,100,97
Cc1ccc([C@@H]2C[C@@H]3Cc4cc(OC(F)(F)F)ccc4N2O3)s1,93,99,104,.,101,107,93,98
COc1cc2ccccc2cc1C(=O)NC(=S)Nc1ccc(-c2nc3ccccc3[nH]2)cc1,92,90,79,80,91,79,71,94
NCC(O)C(O)C(O)CO (centres undefined),71,102,90,88,87,106,106,91
c1csc(-c2cc3nc(N4CCOCC4)nc(-c4cccs4)n3n2)c1,98,112,93,109,89,92,86,.
COc1cc2c(c(OC3OC(CO)C(O)C(O)C3O)c1)C(=O)CC(c1ccc(O)cc1)O2 (centres undefined),91,109,93,92,91,106,97,84
CCOc1cccc(OCC)c1,.,97,112,90,107,107,127,95
CN(C)c1oc(C(=O)NCc2ccccc2)nc1C#N,96,104,101,103,108,114,107,112
O=C(CBr)OC1CCCCC1C1CCCCC1 (centres undefined),106,106,107,103,89,98,107,97
CCCN1C[C@H](CSC)C[C@@H]2c3cccc4[nH]cc(c34)C[C@H]21,104,81,88,99,86,94,99,.
COCCCNC(=O)NS(=O)(=O)c1ccc(C)cc1,104,.,99,93,115,113,103,119
O=C1c2cc3c(cc2-c2c1c1ccc(Cl)cc1c(=O)n2C[C@H](O)[C@@H](O)[C@H](O)CO)OCO3,-76*,21,8.4*,-43*,2.3*,4.3*,1.0*,12
C=C(C)[C@@H]1CC[C@]2(C(N)=O)CC[C@]3(C)[C@H](CC[C@@H]4[C@@]5(C)CCC(=O)C(C)(C)[C@@H]5CC[C@]43C)[C@@H]12,44,90,64,80,47,81,47,81
COc1cc(C2CC(O)(c3ccc(Cl)nc3)C(C(=O)c3ccc(Cl)nc3)C(c3cc(OC)c(OC)c(OC)c3)C2C(=O)c2ccc(Cl)nc2)cc(OC)c1OC (centres undefined),84,96,96,101,83,88,86,69
COc1ccc(C2=Nc3cccc4c3N(CCC4)C2c2ccc(OC)cc2)cc1 (centres undefined),69,69,84,76,76,77,58,84
O=C(O)c1cc(I)c(O)c(I)c1,109,101,159,99,148,100,129,90
O=c1ccc2nc(-c3ccccc3)nn(-c3ccccn3)c-2c1,103,109,1.1*,96,-11*,105,36,56
N#CCN(CC#N)CCN(CC#N)CC#N,106,.,101,119,107,108,101,105

# In another format: results already given.
molecule	A549/ATCC	EKVX	CCRF-CEM	HOP-62	MOLT-4	M14	RPMI-8226	HOP-92
Cc1ccc([C@@H]2C[C@@H]3Cc4cc(OC(F)(F)F)ccc4N2O3)s1	93	99	104	.	101	107	93	98
COc1cc2ccccc2cc1C(=O)NC(=S)Nc1ccc(-c2nc3ccccc3[nH]2)cc1	92	90	79	80	91	79	71	94
NCC(O)C(O)C(O)CO (centres undefined)	71	102	90	88	87	106	106	91
c1csc(-c2cc3nc(N4CCOCC4)nc(-c4cccs4)n3n2)c1	98	112	93	109	89	92	86	.
COc1cc2c(c(OC3OC(CO)C(O)C(O)C3O)c1)C(=O)CC(c1ccc(O)cc1)O2 (centres undefined)	91	109	93	92	91	106	97	84
CCOc1cccc(OCC)c1	.	97	112	90	107	107	127	95
CN(C)c1oc(C(=O)NCc2ccccc2)nc1C#N	96	104	101	103	108	114	107	112
O=C(CBr)OC1CCCCC1C1CCCCC1 (centres undefined)	106	106	107	103	89	98	107	97
CCCN1C[C@H](CSC)C[C@@H]2c3cccc4[nH]cc(c34)C[C@H]21	104	81	88	99	86	94	99	.
COCCCNC(=O)NS(=O)(=O)c1ccc(C)cc1	104	.	99	93	115	113	103	119
O=C1c2cc3c(cc2-c2c1c1ccc(Cl)cc1c(=O)n2C[C@H](O)[C@@H](O)[C@H](O)CO)OCO3	-76*	21	8.4*	-43*	2.3*	4.3*	1.0*	12
C=C(C)[C@@H]1CC[C@]2(C(N)=O)CC[C@]3(C)[C@H](CC[C@@H]4[C@@]5(C)CCC(=O)C(C)(C)[C@@H]5CC[C@]43C)[C@@H]12	44	90	64	80	47	81	47	81
COc1cc(C2CC(O)(c3ccc(Cl)nc3)C(C(=O)c3ccc(Cl)nc3)C(c3cc(OC)c(OC)c(OC)c3)C2C(=O)c2ccc(Cl)nc2)cc(OC)c1OC (centres undefined)	84	96	96	101	83	88	86	69
COc1ccc(C2=Nc3cccc4c3N(CCC4)C2c2ccc(OC)cc2)cc1 (centres undefined)	69	69	84	76	76	77	58	84
O=C(O)c1cc(I)c(O)c(I)c1	109	101	159	99	148	100	129	90
O=c1ccc2nc(-c3ccccc3)nn(-c3ccccn3)c-2c1	103	109	1.1*	96	-11*	105	36	56
N#CCN(CC#N)CCN(CC#N)CC#N	106	.	101	119	107	108	101	105

# Continued.
SMILES,A549/ATCC,EKVX,CCRF-CEM,HOP-62,MOLT-4,M14,RPMI-8226,HOP-92
COc1cc2c(cc1-c1c(C)noc1C)ncc1nc(C3CCOCC3)n([C@H](C)COC(F)F)c12,36,50,48,35,47,46,18,37
Cn1ncc2c(Nc3ccc(Br)cc3)ncnc21,97,95,102,121,107,103,101,65
COc1c(OC)c(OC)c2c(=O)cc(-c3ccc4c(c3)OCO4)oc2c1OC,102,107,97,104,68,105,78,79
CC1CN(c2nc3sc4c(c3c(=O)[nH]2)CCCC4)CC(C)O1 (centres undefined),97,99,106,103,99,90,103,106
COc1ccc(NC(=O)[C@H](C)N)cc1C(=O)Nc1cccc(C2CC(=O)c3c(cc(OC)c(OC)c3OC)O2)c1 (some centres undefined),93,97,57,113,60,110,55,69
COc1cc(OC)c(NC(=O)C(Sc2nc(C)cc(C)c2C#N)c2ccccc2)cc1Cl (centres undefined),93,.,99,65,91,97,119,81
CC(C)(C)NC(=O)Nc1ncccc1OCc1ccccc1Cl,71,58,63,84,50,76,52,44
COc1ccc(Nc2[nH]n3c(=O)cc(-c4ccccc4)nc3c2C(=O)Nc2ccccc2)c(OC)c1,89,97,95,92,90,96,93,65
CC(=O)N1N=C(c2cccc(Nc3ccncc3)c2)CC1c1ccc(Cl)cc1 (centres undefined),93,83,83,95,87,32,77,67
Cc1nn(-c2ccccc2)c2nc3c(cc12)C(=O)CC3,101,.,97,104,95,98,104,83
CCCCCCCCOC(=O)c1cc(Cl)c(O)c(OC)c1,92,114,.,107,96,102,100,91
C#CCOc1ccc(C2=NN(CCCCCC)C3N=C(Cl)c4ncn(CCCCCC)c4N23)cc1OCC#C (centres undefined),83,90,79,91,67,92,82,89
C(=C/c1ccccc1)/C=C/C=C/C=C/c1ccccc1,100,103,89,100,94,101,106,119
O=C(CCCCC(=O)Nc1cccc(Cn2nnc3cc(Cl)c(Cl)cc32)c1)Nc1cccc(Cn2nnc3cc(Cl)c(Cl)cc32)c1,95,105,98,97,99,113,94,105
CSc1nccc(-c2c(-c3ccc(NC(C)=O)cc3)nc3sccn23)n1,103,.,50,107,57,96,85,86
Cc1ccc2c(c1)C(C(C)C)CCC2(C)C (centres undefined),84,106,96,87,96,96,104,95
O=S(=O)(O)C1=CC(=N\Cl)/C=CC/1=N/Cl,101,93,122,103,110,97,144,148
COc1ccc(Nc2nc(Nc3cc(C)[nH]n3)c3cc(OC)c(OC)cc3n2)cc1,-61*[20 µM],-80*[20 µM],-39*[20 µM],-73*[20 µM],-57*[20 µM],-76*[20 µM],-50*[20 µM],-85*[20 µM]
COc1ccccc1-c1ccc2nc(NC(=O)Nc3ccc(CN4CCOCC4)c(C(F)(F)F)c3)sc2c1,57,43,36,86,20,59,21,65
CCSC1=NC2C(N(CC)C(=O)N2CC)N1/N=C/C=C/c1ccccc1[N+](=O)[O-] (centres undefined),19,47,.,34,15,6.5*,17,20
CC(O)c1cccc(/C(N)=N/C(N)=N/c2nc3ccccc3s2)c1 (centres undefined),82,92,84,99,84,94,67,98
CNc1ccc([N+](=O)[O-])cc1,85,121,104,98,81,106,98,77
NC(=O)N1CCN(C(N)=O)CC1,91,98,107,105,96,104,107,.
Nc1ccc2c(c1)NC(=O)CN2,89,106,99,95,108,98,103,101
O=C1CCCc2nc3sc4c(=O)n(-c5ccccc5Cl)nnc4c3cc21,80,92,85,94,98,106,88,95
S=C1CCSC(=S)N1CCCN1C(=S)CCSC1=S,98,101,17,90,30,83,3.4*,106
CC(CC1=N[C@@H]2c3ccccc3C[C@@H]2O1)(C1=N[C@@H]2c3ccccc3C[C@@H]2O1)C1=N[C@H]2c3ccccc3C[C@H]2O1 (some centres undefined),85,89,103,96,90,97,85,70
CCOC(=O)c1c(Cl)c2c(n1Cc1ccc(C)cc1)-c1oncc1CC2,104,99,95,102,84,119,101,105
N#C/C(=C/c1ccc(Cl)cc1)c1nnc(NC(=O)c2ccc(-n3c(=O)[nH]c4ccccc4c3=O)cc2)s1,70,86,98,27,95,79,70,39
COc1cc(/C=N/NC(=S)Nc2ccccc2)ccc1O,72,85,103,79,84,101,111,95
Nc1ccc(Nc2ccccc2)cc1,100&90,97,35&56,97&94,72&55,106&96,66&56,105&74
CCOC(=O)Nc1ccc2c3c(cccc13)-c1ccccc1-2,47,48,55,45,36,6.4*,.,82
O=S(=O)(Nc1ccc2[nH]ccc2c1)C(F)(F)F,105,97,103,105,104,.,105,106
CC(C)(C)n1nnnc1C(Nc1cccc(C(F)(F)F)c1)c1cc2cccc3ccc4cccc1c4c32 (centres undefined),77,78,83,86,72,98,76,.
Cc1c(-c2nc3ccc(F)cc3c(=O)[nH]2)c2ccccc2n1C,46,58,16,38,23,18,41,61
c1cc(-c2nnc(Nc3ccc4c(c3)OCCO4)o2)[nH]n1,.,86,.,114,105,112,81,86
CC1=C(C#N)C2=NNC(=Nc3ccccc3)NN2C(c2ccccc2)=C1,105,103,117,81,124,99,103,.
O=[N+]([O-])c1ccc(/C=C\c2ccc([N+](=O)[O-])cc2)cc1,92,96,98,102,96,111,100,98
CCN1CCCC(OC(=O)C(c2ccccc2)C2CCCCC2)C1 (centres undefined),103,113,84,96,98,.,91,51
Clc1ccc(/C=N/Nc2nc3ccccc3s2)cc1,99,85,92,110,91,110,93,68
COc1ccc(C(=O)C2C3(C#N)C(=O)NC(=O)C23C#N)cc1OC (centres undefined),110,89,112,100,100,103,102,81
Cc1cc2c(O)c(-c3cccc(Cl)c3)c3sc(=O)oc3c2cc1C,69,94,45,77,46,52,12,-31*
Clc1ccc(-c2cnc3nonc3n2)cc1,95,106,61,93,78,104,.,.
Cc1cccc(C(N)=S)n1,84,98,91,89,97,96,97,85
O=C(c1ccc(Cl)cc1)C(Br)C(C[N+](=O)[O-])c1ccccc1 (centres undefined),103,93,88,103,99,102,99,89
CC(=O)/C(=C\N1CCNC1=S)C(=O)Nc1ccccc1,103,93,.,80,103,95,.,.
CCN(CC)CCCC(C)Nc1c2ccc(Cl)cc2nc2ccc(OC)cc12 (centres undefined),17,49,39,3.2*,15,-73*,-6.2*,28
O=[N+]([O-])c1ccc(N/N=C(/C(=N/Nc2ccc([N+](=O)[O-])cc2)c2ccccc2)c2ccccc2)cc1,91,94,91,77,74,80,101,107
CC(=O)Nc1ccccc1OC(C)=O,112,82,108,105,122,110,66,130
CCOC(=O)CCN1CCN(c2ccccc2C)CC1,99,99,88,109,104,95,108,.

# Following part:
SMILES,A549/ATCC,EKVX,CCRF-CEM,HOP-62,MOLT-4,M14,RPMI-8226,HOP-92
CC(C)Sc1nnc(-c2ccc(NC(=O)c3cccnc3)cc2)o1,96,97,82,97,88,109,.,92
COc1ccc(NC(=O)C2c3ccccc3C(=O)N(CC(C)C)C2c2cccs2)cc1 (centres undefined),90,.,93,90,99,106,86,94
COc1cc(Cl)ccc1C,85,109,92,100,82,96,105,99
COc1cccc(C(=O)N(c2ccc(F)cc2C(F)(F)F)C(C(=O)NC(C)(C)C)c2cc3c(C)cc(C)cc3nc2Cl)c1 (centres undefined),77,86,100,90,94,101,86,77
O=C1C=CC2(O)OC/C(=C\c3ccccc3)C(O)=C2C1=O (centres undefined),42,54,2.5*,5.5*,7.4*,27,0.9*,-3.3*
